# ERG-DNA inh: inhibitors of human ERG Ets domain-DNA interaction; P11308; fluorescence polarization, His-ERG Ets domain / labelled DNA; Potency, µM (highest dose often 76.9 µM), inactives show top-dose FP activity, negative = inhibition, usual class: inhibitors; 0.028% of 370,000 active; active = well fitted inhibition curve with a large enough effect in the polarisation, with a control signal flat; inconclusive = small, poorly fitted or top-dose-only effect, or effect the other way, or a change in a side signal; inactive = no such curve, though single readings can be large or run the other way; the % refers to the polarisation;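 also: polarization taken with two DNA probes labelled with fluorescein and Texas red; potency is read from the fitted curve at half-maximal effect; % of control where 0% means no effect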
#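 His-tagged ERG Ets domain (1 uM in the protein solution; 300mM KCl, 50mM Tris-HCl, 1mM EDTA, 1mM DTT, pH 7.5) received compound, then a probe mix of 5 nM fluorescein-DNA and 100nM Texas-615-DNA. Fluorescence polarization was read for both dyes.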
# BAZ2B inh: inhibitors of human BAZ2B bromodomain. AID 504333. Q9UIF8. AlphaScreen BAZ2B-H3K14Ac peptide displacement. Potency, µM (series often up to 114 µM), without a hit: top-dose activity change, negative = inhibition, usual class: inhibitors. 4.4% of 360,000 active; also: potency is read from the fitted curve at half-maximal effect; % is scaled to controls: 0 for no effect and ±100 for the full control effect; nearly all actives have a fitted effect of over 60% in size
#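 Compounds, titrated to a top concentration of 110 uM, were incubated 30 min at room temperature with preformed BAZ2B/acetyl-K14 H3 peptide complex (50 nM each). Proximity signal was measured by AlphaScreen after 20 min with beads.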
# HP1b binding inh: HP1-beta chromodomain-methylated histone interaction inhibition | AlphaScreen HP1-beta / biotin-H3K9me3 peptide binding | Potency, µM (series often up to 114 µM), inactives show at the highest dose activity change, negative = inhibition, actives largely listed as inhibitors | 0.56% of 390,000 active | AID 540317; also: potency is read from the fitted curve at half-maximal effect; nearly all actives have a fitted effect of over 70% in size; inactives centre near 23
#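 AlphaScreen: HP1-beta (50 nM) preformed 30 min with biotin-H3(1-18)K9me3 peptide (50 nM) in PBS pH 7.4, 0.01% Tween-20. Compound added for 30 min at RT, then streptavidin donor/nickel chelate acceptor beads (10 ug/mL) for 30 min.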
# JMJD2A Tudor inh: blocks the human JMJD2A Tudor domain. O75164. AlphaScreen JMJD2A-Tudor / H3K4me3 peptide binding. Potency, µM (series often up to 114 µM), inactives show top-dose activity change, negative = inhibition, most hits filed as inhibitors. 4.4% of 390,000 active. AID 504339; also: potency is read from the fitted curve at half-maximal effect; % is scaled to controls: 0 for no effect and ±100 for the full control effect; nearly all actives have a fitted effect of over 50% in size
# Target sequence (O75164 whole entry, looked up, the tested form may be a part): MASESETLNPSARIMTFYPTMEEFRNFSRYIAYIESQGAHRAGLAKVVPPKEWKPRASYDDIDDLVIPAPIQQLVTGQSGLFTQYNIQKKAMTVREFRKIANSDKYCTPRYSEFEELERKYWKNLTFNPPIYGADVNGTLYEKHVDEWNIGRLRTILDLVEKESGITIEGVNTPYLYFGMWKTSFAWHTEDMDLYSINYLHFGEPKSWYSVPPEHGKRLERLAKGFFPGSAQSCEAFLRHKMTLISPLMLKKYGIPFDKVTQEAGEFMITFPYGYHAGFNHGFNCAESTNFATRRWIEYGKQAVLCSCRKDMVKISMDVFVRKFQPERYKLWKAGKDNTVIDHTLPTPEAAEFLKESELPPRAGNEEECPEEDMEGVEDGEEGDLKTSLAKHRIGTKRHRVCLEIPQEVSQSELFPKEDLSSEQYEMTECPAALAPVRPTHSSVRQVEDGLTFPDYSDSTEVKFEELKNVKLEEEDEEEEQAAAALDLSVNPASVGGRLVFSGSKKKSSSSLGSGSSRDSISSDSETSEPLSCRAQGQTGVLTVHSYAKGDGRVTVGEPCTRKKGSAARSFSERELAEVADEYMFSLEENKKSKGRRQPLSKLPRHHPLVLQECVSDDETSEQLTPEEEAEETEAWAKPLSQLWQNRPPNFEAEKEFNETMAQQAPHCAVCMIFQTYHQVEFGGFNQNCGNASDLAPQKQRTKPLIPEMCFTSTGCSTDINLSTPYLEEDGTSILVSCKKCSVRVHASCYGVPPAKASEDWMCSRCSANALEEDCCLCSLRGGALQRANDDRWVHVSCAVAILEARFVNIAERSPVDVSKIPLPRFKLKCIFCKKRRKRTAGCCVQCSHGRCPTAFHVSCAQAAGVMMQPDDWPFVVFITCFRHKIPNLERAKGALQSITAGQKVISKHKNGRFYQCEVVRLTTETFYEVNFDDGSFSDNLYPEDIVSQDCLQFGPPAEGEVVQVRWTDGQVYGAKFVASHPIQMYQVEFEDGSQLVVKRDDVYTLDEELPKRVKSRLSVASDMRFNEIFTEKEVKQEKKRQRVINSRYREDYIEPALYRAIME
# RGS4 inh: human RGS4 inhibition. P49798. Transcreener GDP fluorescence polarization, RGS4-accelerated GTP hydrolysis. Potency, µM (doses to about 114 µM), inactives show at the top dose activity change, negative = inhibition, hits mostly inhibitors. 0.039% of 390,000 active. AID 504845; also: potency is read from the fitted curve at half-maximal effect; % is scaled to controls: 0 for no effect and ±100 for the full control effect; nearly all actives have a fitted effect of over 75% in size; some results filed as inactive show a strong effect at the top dose
#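 MLSMR compounds (23 nl, pin-transferred) preincubated 10 min at room temperature with a 500nM (2x) first reagent, then RGS4 at 900nM (2x) plus Transcreener GDP mix added; fluorescence polarization (620/688 nm) read before and after 90 min at 30 °C.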
# ALOX12 inh: inhibitors of human 12S-lipoxygenase ALOX12; P18054; purified 12hLO, xylenol orange hydroperoxide absorbance; Potency, µM (titrated, usually from 108 µM), for the others: at the top dose activity change, negative = inhibition, hits mostly inhibitors; 1.1% of 580,000 active; also: potency is read from the fitted curve at half-maximal effect; % is scaled to controls: 0 for no effect and ±100 for the full control effect
#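 Hydroperoxide product was detected by ferrous iron/xylenol orange as the 573 to 405 nm absorbance ratio. Arachidonic acid at 40 uM (final) was turned over for 30 min at room temperature by 150 nM human 12hLO, pH 7.0 Hepes buffer, after 15 min compound preincubation.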
# PI4K2A block: inhibitors of human PI4K2A | activity change, negative = inhibition, % at 76.9 µM | Q9BTU6 | purified PI4K2A, ADP-Glo luminescence, 1 h; stronger effect = lower value | 0.13% of 420,000 active; in the data active = activity change below about -50%; inconclusive = mostly about -30% to -49%;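 also: -100% = wells without enzyme as full effect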
#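 In this quantitative HTS, ADP production by PI4K2A was quantified luminescently after 1 h at ambient temperature; 100 microM adenosine served as plate-quality control.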
# GLS inhibitor: blocks human kidney-isoform glutaminase activity. GLS enzymatic activity, qHTS titration. AID 624170. 0.21% of 410,000 active. Potency, µM (doses to about 45.5 µM), for inactives: top-dose activity change, negative = inhibition, most hits filed as inhibitors. O94925; also: potency is read from the fitted curve at half-maximal effect; % is scaled to controls: 0 for no effect and ±100 for the full control effect
#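 Compounds were pin-transferred onto hKGA, after which L-glutamine (1 mM solution) and a detection mix of glutamate oxidase, HRP and Amplex Red were added. Initial and 30 min RT fluorescence reads were collected.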
# G9a block: blocks human histone lysine methyltransferase G9a; Q96KQ7; Potency, µM (titrated, usually from 102 µM), for the others: top-dose activity, negative = inhibition, most hits filed as inhibitors; G9a H3K9 monomethylation, AlphaScreen, 2 h; 8.8% of 350,000 active; AID 504332; also: potency is read from the fitted curve at half-maximal effect; % is scaled to controls: 0 for no effect and ±100 for the full control effect; nearly all actives have a fitted effect of over 75% in size
#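 Quantitative HTS format: methyltransferase activity on a biotin-tagged H3K9 peptide is measured by AlphaScreen, using a rabbit anti-monomethyl-H3K9 antibody with streptavidin donor and anti-IgG acceptor beads. Final levels are 20 nM enzyme, 500 nM peptide, 20 uM SAM; 2 h RT.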
# An asterisk follows results filed as active; ? = inconclusive; · = not tested or not shown; & = joins results of further samples; [ ] = dose if it differs, or a comment. Unless noted, calls follow the shape of the dose curve; as a rule, active = well fitted curve in the direction sought with a large enough effect; inconclusive = small, poorly fitted or top-dose-only effect, or another doubt; inactive = no such curve, though single readings can be large; an effect the other way counts as inactive or inconclusive.
SMILES,ERG-DNA inh,BAZ2B inh,HP1b binding inh,JMJD2A Tudor inh,RGS4 inh,ALOX12 inh,PI4K2A block,GLS inhibitor,G9a block
COc1ccc(N(CC(=O)N2CCN(c3cccc(C)c3)C(C)C2)S(=O)(=O)c2c(C)n[nH]c2C)cc1 (configuration not stated),10.3%,-25.6%,4.6%,?,3.6%,-18.6%,2.8,8.8%,-50.5%
COC(=O)c1ccc(C(=O)Nc2ccc(C(C)C)cc2N)cc1,9.3%,-9.7%,-4.1%,-27.5%,-13.9%,21.6%,-0.7,2.9%,11.2%
Cc1ccc(S(=O)(=O)Nc2cccnc2)cc1C,-7.1%,7.9%,31.2%,-11.2%,23.9%,10.7%,1.1,-0.6%,·
CN(C)S(=O)(=O)c1ccc(/C(O)=C2/C(=O)C(=O)N(Cc3cccnc3)C2c2ccco2)cc1 (configuration not stated),-4.0%,?,14.9%,?,-18.7%,?,-6.8,11.4%,?
CCN(CC)C(=O)CC(c1ccc(N(C)C)cc1)c1c(OC)cc(OC)c2ccc(=O)oc12 (configuration not stated),0.2%,?,-17.7%&-18.5%,44.7µM*,-15.9%&31.6%,-12.2%,-1.7,22.9%,?
Clc1ccc(-c2nc3ncccn3c2Nc2ccc3c(c2)OCO3)cc1,9.4%,-20.4%,8.9%,-12.6%[57.1 µM],-9.5%[11.4 µM],42.0%[activator],10.7,-0.2%,12.0%
CSc1ccccc1NC(=O)COC(=O)Cc1cccs1,-0.9%,-15.6%,15.5%,-8.4%,-20.4%,-8.7%,2.0,7.0%,-9.2%
CN(C(=O)c1ccc(NC(=O)Cc2ccc(NC(=O)C3CCN(C(=O)c4ccccc4)CC3)cc2)cc1)C1CCCC1,-6.2%,·,26.3%,-15.2%,5.2%,3.1%,-2.1,-0.1%,·
CC1=C(OC(=O)c2ccc(Br)cc2)C(C)(C)C(c2ccccc2)OC1=O (configuration not stated),-3.7%,21.1%,40.8%[activator],13.4%,-9.9%,149.8%[activator],-5.1,4.9%,18.1%[12.7 µM]
Cc1ccc(N2CCN(S(=O)(=O)c3cccs3)CC2C)cc1 (configuration not stated),6.1%,-29.9%,21.5%,-32.9%,-7.2%,?,-4.6,10.1%,·
Cc1ccc(N=Nc2c(N)nn3c(N)c(C#N)c(C)nc23)cc1,-8.1%,-38.6%,65.8%[activator],56.2µM*,-43.3%,7.0%,2.8,-9.6%,-39.0%
Cc1cc(C(=O)COC(=O)Cc2n[nH]c(=O)c3ccccc23)c(C)n1-c1ccc2c(c1)OCO2,0.5%,?,-7.0%,-30.6%,10.6%,-14.2%,0.5,0.6%,?
COc1ccc(C(=O)NCC(=O)NCc2cc(=O)n(C)c(=O)n2C)cc1,-0.7%,-2.6%,26.7%,-3.1%,22.8%,-0.7%,7.4,-12.1%,·
CCC1CCCCN1c1ccc([N+](=O)[O-])cc1/C=N/NC(=O)Cn1c2ccccc2c(=O)c2ccccc21 (configuration not stated),-1.6%,15.3%,21.2%,-8.5%,-6.5%,10.2%,4.4,-11.2%,-32.6%[59 µM]
CC(C)NC(=O)CSc1ccccc1C(=O)NNC(=O)Cn1ccc(C(F)(F)F)n1,·,12.9%,54.5%,-2.9%,-12.3%,-17.8%,3.1,13.6%,?
COC(=O)C(CCSC)NC(=O)c1cc2c(n(-c3ccc(C)cc3)c1=O)CCCC2=O (configuration not stated),1.8%,50.1µM*,26.8%[57 µM],-8.9%,-6.2%,4.3%,6.0,-1.3%,0.562µM*
CCCCC(=O)Nc1ccccc1N1CCOCC1,-10.6%,-11.7%,-0.3%,-16.0%,15.3%,13.9%,-2.6,6.6%,-2.2%
Clc1ccc(CN2C3=NCCCN3c3ccccc32)cc1Cl,-0.2%,-22.5%,29.9%,-19.6%,-0.7%,-14.4%,-4.5,-0.8%,-19.8%
COc1cccc(C(=O)NCCN2CCN(c3ccc(Cl)cc3)CC2)c1,17.0%,-1.5%,31.2%,-14.4%,16.0%[56.9 µM],0.4%,0.1&-0.4,14.7%,-5.6%[59 µM]
O=C(CCCn1c(=O)[nH]c2ccsc2c1=O)N1CCCCC1,6.3%,2.7%,-2.5%,-31.8%,-18.0%,1.8%,7.7,1.0%,-5.3%[59 µM]
CCOC(=O)c1cc(-c2ccccc2C)nn1Cc1cc(C)no1,6.4%,61.1%[activator],124.7%[activator],63.2%[activator],-10.9%,?,-2.1,-0.4%,25.8%[2.33 µM]
CCCCCCCCCCC/C=C\C(C)(C)/C=C\CCCC(=O)O,·,·,·,·,?,-11.2%[12.5 µM],5.3,·,7.9%[59 µM]
CCOc1ccccc1CN1CCN(Cc2ccc3cccc(OC)c3n2)CC1CCO (configuration not stated),5.3%,-31.4%,10.0%,-17.3%,23.6%,2.1%,2.7,2.6%,9.2%
Cc1ccc(NC(=O)C(c2ccc(Cl)cc2)N2CCCCC2)cc1 (configuration not stated),6.1%,14.5%,57.2%[activator],6.4%,1.1%,0.0%,5.2,-1.9%,7.3%[59 µM]
Brc1cccc(-c2nnn3c2nc(NC2CCCCC2)c2ccccc23)c1,2.6%,8.4%,86.5%[activator],21.2%,-0.2%,-29.8%,1.8,-5.2%,14.7%[59 µM]

# (more compounds)
SMILES,ERG-DNA inh,BAZ2B inh,HP1b binding inh,JMJD2A Tudor inh,RGS4 inh,ALOX12 inh,PI4K2A block,GLS inhibitor,G9a block
Cc1c(C(=O)N(C)C)sc2c1c(=O)n(-c1ccc(F)cc1)c(=O)n2Cc1cc(=O)n2ccccc2n1,-1.8%,14.7%,73.3%[activator],-12.0%,12.7%,-11.9%,-4.8,3.2%,15.8%[59 µM]
CCOC(=O)c1nnc(-c2ccccc2)nc1NCc1ccc(Cl)cc1,0.2%,-33.9%,-3.5%,1.6%,-20.1%,-20.8%,7.7,7.8%,24.3%[59 µM]
CC(OC(=O)C1=COCCO1)C(=O)Nc1cc(S(=O)(=O)N2CCCCC2)ccc1Cl (configuration not stated),-3.3%,-11.5%,32.9%,-10.0%,-1.0%,0.4%,-1.3,1.3%,-1.4%
CS(=O)c1ccc(-n2c(=O)n(Cc3ccccc3)c(=O)c3[nH]cnc32)cc1 (configuration not stated),-2.2%,-5.4%,18.0%,?,-21.8%,0.8%,0.3,0.3%,-25.5%
CC1Cc2ccccc2N1Cc1cc(=O)n2ccsc2n1 (configuration not stated),-14.8%,-11.6%,-24.4%,-13.0%[11.4 µM],-24.6%[11.4 µM],-18.8%,-22.3,?,?
CCOC(=O)c1ccc2c(c1)[n+](CC)c(C)n2-c1ccccc1,4.4%,?,-24.6%,0.7%,-8.0%,?,-3.2,6.5%,31.6µM*
Cc1ccccc1Nc1c(F)c(F)c(F)c(F)c1C(=O)O,-7.8%,-4.5%,43.6%[activator],0.7%,-14.6%,0.4%,-0.2,-16.0%,3.4%
COc1ccc(-n2nc([N+](=O)[O-])c(=NCCc3ccc(OC)c(OC)c3)n2O)cc1,11.6%,?,-20.0%,-32.2%,4.5%,-6.2%,-3.5,-2.2%,?
CC(C)C[C@@H](CNCC(=O)[C@H](C)NC(=O)c1[nH]cnc1C(=O)N[C@@H](C)CN)NC(=O)c1nc[nH]c1C(=O)N[C@@H](CO)C(=O)O,6.0%,·,26.8%,89.1µM*,-12.3%,12.7%,-4.3,-16.5%,·
S=c1[nH]nc(CCc2ccc(Cl)cc2)o1,8.8%,-4.8%,67.3%[activator],-13.9%,-43.1%,?,2.2,10.4%,7.08µM*
CC(=O)OCC(=O)[C@@]1(O)CCC2C3CCC4=CC(=O)CCC4(C)C3C(=O)CC21C (some centres not stated),2.1%,4.1%,30.2%,6.0%,-4.9%,0.0%,-0.8,-4.0%,11.0%
COc1ccc(OC)c(NC(=O)Nc2cccnc2)c1,-5.5%,?,13.3%,-7.8%,16.9%,10.7%,-2.3,9.6%,·
S=c1[nH]nc(C2CCCCC2)n1/N=C/c1ccccc1Br,-0.7%,-38.6%,?,17.8µM*,-45.1%[56.9 µM],?,2.4,59.2%[activator],7.08µM*
CCCCn1nnnc1NCc1cccc(OC)c1OC,-0.9%,-0.3%,3.2%,-27.5%,-0.5%,-2.4%,-0.1,-8.7%,4.7%
Cc1cc(Cl)c2oc(C(=O)N3CCN(C4CCS(=O)(=O)C4)CC3)c(C)c2c1 (configuration not stated),-3.5%,-25.2%,56.6%[activator],-8.2%,-13.9%[56.9 µM],-27.1%,11.7,-7.0%,-0.7%
Cc1ccc(NC(=S)N(CCCN2CCCC2)Cc2cccn2Cc2ccc(Cl)cc2)cc1C,1.3%,-14.1%,-22.7%,50.1µM*,13.9%,-15.4%,3.5,0.0%,-14.0%
O=C(Nc1ccc(F)c(Cl)c1)N1CCC(CN2CCOCC2)CC1,-4.7%,6.1%,14.2%,-15.5%,7.8%,-12.2%,0.4,-9.9%,-6.2%[59 µM]
COc1ccc2oc(=O)c(C(=O)N3CCN(C(=O)c4ccco4)CC3)cc2c1,8.7%,7.8%,-6.9%,79.4µM*,?,-19.9%,0.4,1.7%,17.8µM*

# Copied from the list:
# CC(=O)OCC(=O)[C@@]1(O)CCC2C3CCC4=CC(=O)CCC4(C)C3C(=O)CC21C (some centres not stated) @ BAZ2B inh = 4.1%
# CCCCn1nnnc1NCc1cccc(OC)c1OC @ JMJD2A Tudor inh = -27.5%

# Screening results from PubChem BioAssay.

# A portion of the library; count on the stated rates, not on these rows.
